Bioassay records (PubChem BioAssay)
NCI-60 one-dose screen, 48 h, at 10 µM unless noted. Numbers give growth in % (100 = growth as untreated, 0 = no growth, -100 = all killed).
A498: A498 renal cancer cells; AID 1794774; 76,000 tested, 5.4% active
TK-10: TK-10 renal cancer cells; 81,000 tested, 3.9% active; AID 1794769
ACHN: ACHN renal cancer. AID 1794771. 81,000 tested, 4.9% active
CAKI-1: CAKI-1 renal cancer; AID 1794772; 75,000 tested, 4.7% active
OVCAR-3: OVCAR-3 ovarian cancer; AID 1794787; 79,000 tested, 7% active
RXF 393: RXF 393 renal cancer cells. 77,000 tested, 6.9% active
OVCAR-5: OVCAR-5 ovarian cancer | AID 1794783 | 82,000 tested, 2.9% active
OVCAR-8: OVCAR-8 ovarian cancer | 81,000 tested, 4.4% active | AID 1794782
The depositor's hits bear a star; / = no result given. The calls were made as follows: active = growth percent below 10; inactive = the rest. Not all compounds are listed; rates above refer to the full screens.

SMILES	A498	TK-10	ACHN	CAKI-1	OVCAR-3	RXF 393	OVCAR-5	OVCAR-8
CC(=O)N1CCN(c2cc3c(cc2F)c(=O)c(C(=O)O)cn3C2CC2)CC1	95	92	99	96	117	129	99	103
COc1ccc(C2Cc3cnccc3-c3nc(N)c4ccncc4c32)c(OC)c1OC (stereo not drawn)	76	97	100	91	102	98	114	102
COc1nccc2c(Nc3ccccc3)nc(N)nc12	171	130	91	92	116	115	110	107
COc1ccc(-c2c(C(=O)O)nnn2-c2cc(OC)c(OC)c(OC)c2)cc1	95	90	103	89	112	95	103	97
NCc1ccnc(-c2cc3cc(Cl)c(F)c(F)c3[nH]2)c1	/	94	110	80	103	96	103	97
O=C(Cn1c(=O)sc2ccccc21)NNS(=O)(=O)c1ccccc1	116	104	106	92	115	119	103	103
COC(=O)c1ccc(C2C3=C(CC(c4ccc(F)cc4)CC3=O)Nc3ccccc3N2C(=O)c2ccccc2)cc1 (stereo not drawn)	87	117	97	96	108	97	99	93
Clc1ccc2c(c1)NC1(CCSc3ccccc31)n1nccc1-2 (stereo not drawn)	/	97	100	96	95	119	93	100
Cc1ccc(-c2nc(SCC(=O)c3ccc(Br)cc3)nc(Nc3ccc(S(N)(=O)=O)cc3)c2C#N)cc1	110	106	110	86	/	96	116	99
CC(CC(=O)c1ccccc1)c1ccccc1 (stereo not drawn)	89	90	115	106	116	/	113	102
CN(C)c1ccc(C(=O)C(NCCO)c2ccccc2)cc1 (stereo not drawn)	113	98	100	98	105	106	97	/
CCCn1c(=O)[nH]c(N)c(C(c2ccc(Cl)cc2)c2c(N)[nH]c(=O)n(CCC)c2=O)c1=O	89	86	92	91	50	46	99	76
CCN(CC)CCOc1cccc2c1C(=O)c1cccc(OCCN(CC)CC)c1C2=O	63	47	18	/	47	42	56	26
CC(C)c1ccc(C=O)cc1	92	100	104	105	119	114	95	99
O=C1CCC(C(=O)O)C1 (stereo not drawn)	87	/	103	97	109	108	105	103
Cc1ccc(/C=C2/C(=O)Nc3cc(Cl)c(-c4csc(N)n4)cc32)cc1	79	115	/	/	60	76	102	83
O=C(Cc1ccc(/C=C/C(=O)c2ccccc2O)cc1)Nc1ccccc1	112	102	99	89	82	105	124	93
COc1ccc(-c2cc(Cl)cc3c(=O)nc(N4CCOCC4)oc23)cc1	79	/	99	/	102	97	101	100
O=C(O)c1cn(C2CC2)c2cc(N3CCN(CCN4CCOCC4)CC3)c(F)cc2c1=O	102	100	105	101	122	126	110	108
Nc1ccccc1-c1cc2c(c3c1[nH]c1ccccc13)-c1ccccc1OC2	/	106	77	88	100	115	96	96
O=C(c1ccccc1)C(c1ccccc1)c1ccccc1	/	110	101	/	98	101	90	105
Nc1cccc(-c2cc(Cl)cc3c(=O)[nH]c(N4CCOCC4)nc23)c1	99	83	96	87	107	104	100	96
ClCCn1cnc2c(SCc3ccccc3Cl)ncnc21	39	34	38	48	36	/	70	47
Nc1nc(-c2cscc2Br)nn1-c1nc2ccccc2s1	119	/	67	79	104	105	95	81
Cn1c(=O)c2[nH]c(CN)nc2n(C)c1=O	109	106	102	95	113	118	103	114
O=C1/C(=C/c2cnc(CO)s2)SC(=S)N1Cc1ccccc1	106	78	99	100	92	101	102	107
C1=Cc2ccccc2Nc2ccccc21	90	189	100	45	124	109	77	102
O=C(c1ccc(O)cc1)C1[C@H](c2ccc(Cl)cc2)[C@@H](c2ccccc2)NC12C(=O)Nc1ccc(Cl)cc12 (stereo partly drawn)	51	67	17	30	33	28	69	48
CNCCCNCCCCNCCCN1C(=O)c2ccc3c4c(ccc(c24)C1=O)C(=O)N(CCCNCc1ccccc1OC)C3=O	45	42	26	29	6.1*	20	56	42
CC1Sc2[nH]c(=O)sc2C2c3cc(Cl)ccc3OC(=O)C12 (stereo not drawn)	108	109	108	93	114	125	109	104

3 entries already listed, arranged by molecular weight, rising.
SMILES	A498	TK-10	ACHN	CAKI-1	OVCAR-3	RXF 393	OVCAR-5	OVCAR-8
Cn1c(=O)c2[nH]c(CN)nc2n(C)c1=O	109	106	102	95	113	118	103	114
O=C(Cc1ccc(/C=C/C(=O)c2ccccc2O)cc1)Nc1ccccc1	112	102	99	89	82	105	124	93
Cc1ccc(/C=C2/C(=O)Nc3cc(Cl)c(-c4csc(N)n4)cc32)cc1	79	115	/	/	60	76	102	83

(next part)
SMILES	A498	TK-10	ACHN	CAKI-1	OVCAR-3	RXF 393	OVCAR-5	OVCAR-8
Cc1sc2nc3nc(Nc4ccccc4)[nH]n3c(=O)c2c1C	125	132	94	85	110	99	98	/
COc1ccc2c(c1)CCC(c1nc3ccc(C)cc3[nH]c1=O)C2=O (stereo not drawn)	121	144	100	79	110	97	93	91
CC(C)CCC[C@@H](C)[C@H]1CC[C@H]2[C@@H]3CCC4=C(Cl)C(=O)CC[C@]4(C)[C@H]3CC[C@]12C	97	94	111	/	109	114	109	97
CCCCCSc1oc(-c2ccc(F)cc2)nc1S(=O)(=O)c1ccc(C)cc1	83	96	81	69	88	97	104	105
O=C(COc1cccc(N2C(=O)c3ccccc3C2=O)c1)c1ccc(F)cc1	102	118	102	76	112	107	102	109
Cc1ccc(N(Cc2cc(C)cc(C)c2O)Cc2cc(C)cc(C)c2O)cc1	77	117	99	/	95	104	99	97
Cc1c(/C=C/c2ccccc2O)[nH]c(=O)c(C#N)c1C#N	109	115	102	103	100	115	101	99
CN1C(=O)N(C)C2C1NN=c1s/c(=C\c3ccc(Br)cc3)c(=O)n12 (stereo not drawn)	20	60	43	39	0.9*	9.1*	57	34
Cn1c([N+](=O)[O-])cnc1C=C1C(=O)c2ccccc2C1=O	70	49	37	37	38	4.6*	61	7.1*
O=C(O)CNC(=O)C1(NC(=O)OCc2ccccc2)CCCC1	102	102	115	99	136	103	107	105
N#CC(C#N)=C1NC(c2ccccc2)=C(c2ccccc2)C(c2ccccc2Cl)=C1C#N	113	81	110	/	108	121	105	88
O=Cc1ccc2c3c(cccc13)CC2	92	102	106	103	112	106	/	104
O=C1C(Br)=Cc2cccc3cccc1c23	121	92	100	107	121	100	95	96
CC(=O)OC1Oc2ccc(C)cc2-c2oc(=O)c([Se]c3ccccc3)cc21 (stereo not drawn)	132	155	109	/	/	148	109	104
Cc1ccc(-c2nc(N3CCN(C(=O)c4ccc(OC(F)(F)F)cc4)CC3)c3ccccc3n2)cc1	64	91	89	70	94	88	98	90
C=CC(O)CCCCC (stereo not drawn)	100	96	104	93	107	102	105	99
CN/C=C/C(=O)c1nnn(-c2ccc(Cl)cc2)c1C	91	95	102	97	/	101	99	100
COc1ccc(C(C(=O)O)c2ccc(OC)cc2)cc1	87	114	109	112	101	128	108	113
COc1ccc(/C=C2\CCCC3=C2NC(C)=NC3c2ccc(OC)c(OC)c2)cc1OC (stereo not drawn)	5.9*	12	9.8*	5.1*	3.0*	-17*	4.7*	3.1*
CC[C@]12C=CCN3CC[C@@]4(c5ccc(OC)cc5N(C)[C@H]4[C@@](O)(C(=O)OC)[C@@H]1OC(=O)CCCN[C@@H](Cc1c[nH]c4ccccc14)C(=O)OC)[C@@H]32	108	97	89	50	82	84	92	90
COC(=O)c1ccc2oc(NC(=O)c3ccc(Nc4ccc([N+](=O)[O-])cc4C)c([N+](=O)[O-])c3)nc2c1	108	100	104	90	105	103	109	104
CC(=Nc1ccccc1)C1=C(O)C(Cc2ccc(F)cc2)NC1=O (stereo not drawn)	19	42	51	34	-37*	15	45	33
Cc1c(O)ccc2c1CCCC2	77	88	99	95	117	107	101	101
O=C(O)CCC(/C=N/Nc1ccc([N+](=O)[O-])cc1)=N/Nc1ccc([N+](=O)[O-])cc1	99	120	99	/	106	101	107	96
Fc1ccccc1[C@H]1Nc2c(ccc3ncccc23)[C@H]2C=CC[C@H]21	69	107	84	/	86	76	104	87
Cc1cc(O)c(C2=NN(c3ccc(S(N)(=O)=O)cc3)C(c3ccc(N(C)C)cc3)C2)c(C)c1Cl (stereo not drawn)	74	113	89	/	80	93	97	75
CCOC(=O)c1sc(/N=C2\NC(=O)/C(=C/c3ccc(N4CCOCC4)cc3)S2)nc1C	102	97	109	/	105	108	102	112
Cc1ccccc1-c1cc(Cc2ccc(F)cc2)c(=O)[nH]n1	117	122	105	54	104	/	106	90
CCSC1=Nc2c(c(-c3ccccc3)cn2-c2ccc(C)cc2)C2=NCCN12	/	144	93	67	102	114	101	99
CC12CC[C@@H]3[C@]4(C)COC(c5cn[nH]c5-c5ccc(Br)cc5)O[C@@H]4CC[C@@]3(C)[C@@H]1CC(C1=CCOC1=O)O2 (stereo partly drawn)	98	55	47	43	56	37	82	63

A few values from above:
Cc1cc(O)c(C2=NN(c3ccc(S(N)(=O)=O)cc3)C(c3ccc(N(C)C)cc3)C2)c(C)c1Cl (stereo not drawn) in RXF 393 = 93
CC(=Nc1ccccc1)C1=C(O)C(Cc2ccc(F)cc2)NC1=O (stereo not drawn) in CAKI-1 = 34
CCSC1=Nc2c(c(-c3ccccc3)cn2-c2ccc(C)cc2)C2=NCCN12 in OVCAR-5 = 101
COC(=O)c1ccc2oc(NC(=O)c3ccc(Nc4ccc([N+](=O)[O-])cc4C)c([N+](=O)[O-])c3)nc2c1 in A498 = 108
CCOC(=O)c1sc(/N=C2\NC(=O)/C(=C/c3ccc(N4CCOCC4)cc3)S2)nc1C in A498 = 102
COc1ccc(/C=C2\CCCC3=C2NC(C)=NC3c2ccc(OC)c(OC)c2)cc1OC (stereo not drawn) in A498 = 5.9*

Other records.
SMILES	A498	TK-10	ACHN	CAKI-1	OVCAR-3	RXF 393	OVCAR-5	OVCAR-8
CN1C(=O)N(C)C2NC(N/N=C/c3ccc([N+](=O)[O-])cc3)=NC21 (stereo not drawn)	78	103	103	88	106	/	105	105
OCc1ccc(Cl)cc1Cl	85	97	102	103	115	/	101	104
CC(C)(C)c1ccc(NCc2cn(-c3ccc(C(=O)O)cc3)nc2-c2ccc(C(=O)O)cc2)cc1	110	109	104	94	112	114	100	100
CC1(C)C2CC=C(/C=N/NC(=O)C3CCC(=O)N3)C1C2 (stereo not drawn)	102	97	102	97	112	121	107	105
Cn1ncc2c(=O)[nH]nnc21	/	101	107	107	91	127	104	110
Nc1ccc(OC(=O)Nc2ccc(O)cc2)cc1	106	112	85	128	92	126	140	102
Cc1ccc(NC(=O)Nc2cccnc2)cc1NC(=O)Nc1cccnc1	91	92	84	/	93	83	110	74
Cc1cc(=O)c2cccc(C)c2[nH]1	117	90	105	96	104	122	91	105
COC(=O)/C=C(\C)Nc1ccc(Cc2ccc(N/C(C)=C/C(=O)OC)cc2)cc1	105	110	101	95	110	118	100	101
CC(C)c1ccc(NCc2cn(-c3ccc(C(F)(F)F)cc3)nc2-c2ccc(C(=O)O)cc2)cc1	83	83	99	90	101	94	97	96
CC(C)(C)CC(C)(C)[N+](=O)[O-]	/	98	117	104	108	101	109	105
O=C(O)c1ccc(-c2nn(-c3ccc(C(=O)O)cc3)cc2CNc2ccccc2)cc1	/	100	104	/	105	117	105	97
CCC1C(=O)NC(=O)SC1c1ccccc1 (stereo not drawn)	88	92	104	98	110	103	107	99
C/C(=N\NC(=O)CC#N)c1cc2cc(Cl)ccc2o1	111	114	96	89	102	/	105	109
N#Cc1ccc(-c2ccc(OCCCN3CCCCC3)cc2)cc1	73	102	106	93	92	101	107	84
COc1cc(/C=C/C(=O)c2ccc(NC(=O)CSc3nnc(-c4ccc5nc(-c6ccccc6)[nH]c5c4)o3)cc2)cc(OC)c1OC	84	137	101	105	72	-6.9*	102	97
CC1(C)CC[C@]23CC[C@]4(C)[C@H](CC[C@@H]5[C@@]6(C)CCC(=O)NC(C)(C)[C@@H]6CC[C@]54C)[C@H]2[C@H]1OC3	104	115	101	95	108	120	107	105
CCOc1ccc2sc(NS(=O)(=O)c3ccc(N)cc3)nc2c1	115	124	108	89	115	104	109	105
N#CC1C=Cc2ccccc2N1C(=O)c1ccccc1 (stereo not drawn)	93	106	114	/	116	73	103	100
COc1ccc(/C(C)=N/N=C2C(=O)Nc3c(Cl)cccc32)cc1S(N)(=O)=O	98	122	96	81	114	100	104	94
COc1c(F)ccc(C(=O)Nc2ccc3nc(NC(=O)C4CCCN(S(=O)(=O)c5cccc(Cl)c5)C4)sc3c2)c1F (stereo not drawn)	113	118	82	74	105	-6.9*	102	99
C=C(C)Cc1c(C)c(Cl)cc(Cl)c1O	80	129	91	95	116	103	96	91
CN(C)c1ccc([N+](=O)[O-])cn1	/	102	100	92	110	111	102	107
CCCCN1C(=O)/C(=c2\sc3n(c2=O)NC2C(N=3)N(CC)C(=O)N2CC)c2cc(Cl)ccc21 (stereo not drawn)	116	145	95	82	96	118	103	103
COc1ccc(-c2nc3sc(C)nn3c2C(=O)/C=C/c2cc(OC)c(OC)c(OC)c2)cc1	107	/	86	100	97	/	128	91
CNc1oc(-c2cccc3ccccc23)nc1C#N	76	135	90	81	103	111	95	100
Nc1nc(Cl)cc(-c2ccccc2)n1	95	95	108	/	108	99	103	104
CCCCC(=O)Nc1cccc(NC(=O)c2cccc(F)c2)c1	90	116	102	93	105	127	108	94
Cc1c2c(c(C)c3c1oc1cc(O)ccc13)C(=O)N(CCN1CCOCC1)C2=O	82	72	95	81	97	87	90	96
O=C(/C=C(/C=C/c1cccc(OC(F)(F)F)c1)OB(F)F)/C=C/c1cccc(OC(F)(F)F)c1	/	95	108	/	103	107	109	98

Filtered by structure, the compounds so far with a thiophene ring, fused or not.
SMILES	A498	TK-10	ACHN	CAKI-1	OVCAR-3	RXF 393	OVCAR-5	OVCAR-8
Nc1nc(-c2cscc2Br)nn1-c1nc2ccccc2s1	119	/	67	79	104	105	95	81
Cc1sc2nc3nc(Nc4ccccc4)[nH]n3c(=O)c2c1C	125	132	94	85	110	99	98	/
